DT40 TDP1 CPT: DT40-hTDP1 cell growth loss with CPT | chicken DT40 Tdp1-/-;hTDP1 cells + 20 nM CPT, ATP luminescence, 48 h | 420,000 compounds, 12% hits | Potency, µM (titrated, usually from 46.2 µM), for inactives: top-dose activity change, negative = growth inhibition, actives largely listed as inhibitors | AID 686979; also: nearly all actives have a fitted effect of over 55% in size
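Chicken DT40 Tdp1-/- cells complemented with human TDP1, 400 cells/well, exposed to compounds plus 20 nM camptothecin for at least 48 h at 37 C; viability read as ATP content by CellTiter-Glo luminescence.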
TDP1 cell noCPT: qHTS for Inhibitors of human tyrosyl-DNA phosphodiesterase 1 (TDP1): qHTS in cells in absence of CPT. DT40 Tdp1-/- hTDP1 cells, no CPT, ATP luminescence, 48 h. Potency, µM (series often up to 46.2 µM), without a hit: at the highest dose activity change, negative = growth inhibition, most hits filed as inhibitors. 420,000 compounds, 15% hits. AID 686978, 2013; also: nearly all actives have a fitted effect of over 55% in size
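A cellular qHTS used chicken DT40 cells lacking endogenous Tdp1 but carrying stably transfected human TDP1. Compounds were applied without camptothecin, and cell growth kinetics were judged by ATP-dependent luminescence after ≥48 hr.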
TDP1 inh: inhibitors of human tyrosyl-DNA phosphodiesterase TDP1; Q9NUW8; 350,000 compounds, 0.28% hits; recombinant TDP1, AlphaScreen DNA substrate cleavage; Potency, µM (doses to about 130 µM), for the others: at the top dose activity change, negative = inhibition, hits mostly inhibitors; also: nearly all actives have a fitted effect of over 40% in size
Target sequence (Q9NUW8 whole entry, looked up): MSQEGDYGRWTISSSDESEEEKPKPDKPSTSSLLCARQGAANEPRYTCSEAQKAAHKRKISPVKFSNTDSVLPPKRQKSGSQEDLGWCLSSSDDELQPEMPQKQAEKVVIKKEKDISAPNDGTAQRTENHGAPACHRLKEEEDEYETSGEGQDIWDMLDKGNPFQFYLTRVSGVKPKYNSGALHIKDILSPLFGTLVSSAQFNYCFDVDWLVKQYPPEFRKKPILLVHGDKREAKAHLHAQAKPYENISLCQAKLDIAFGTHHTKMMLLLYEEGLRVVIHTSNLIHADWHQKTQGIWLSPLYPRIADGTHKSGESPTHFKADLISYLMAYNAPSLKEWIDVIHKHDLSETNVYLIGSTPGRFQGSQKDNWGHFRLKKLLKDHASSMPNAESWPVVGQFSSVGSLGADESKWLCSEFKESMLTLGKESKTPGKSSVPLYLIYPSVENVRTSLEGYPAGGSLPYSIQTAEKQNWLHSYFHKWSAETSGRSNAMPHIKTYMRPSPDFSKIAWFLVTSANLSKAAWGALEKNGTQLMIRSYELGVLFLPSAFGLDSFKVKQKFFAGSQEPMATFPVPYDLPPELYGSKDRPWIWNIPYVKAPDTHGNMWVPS
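AlphaScreen read-out: signal falls as enzyme removes the 3' tyrosine-FITC from a 5'-biotinylated DNA oligo (15 nM, 5 min, RT). Enzyme was E. coli-made recombinant Tdp1 at 1 nM, exposed to compound for 15 min beforehand; beads 10 ug/ml, 10 min.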
Active calls of the source: *; ? = inconclusive; · = no result given; & = joins results of further samples; [ ] = another dose, or the depositor's remark. Calls follow the shape of the dose curve; as a rule, active = well fitted curve in the direction sought with a large enough effect; inconclusive = small, poorly fitted or top-dose-only effect, or another doubt; inactive = no such curve, though single readings can be large; an effect the other way counts as inactive or inconclusive. % is scaled to controls: 0 for no effect and ±100 for the full control effect; potency is read from the fitted curve at half-maximal effect.

SMILES	DT40 TDP1 CPT	TDP1 cell noCPT	TDP1 inh
CCOc1ccc2nc(Cl)c(CN(C(=O)c3cnccn3)C3CCCC3)cc2c1	8%	-29%	1%
CC(C)(C)n1nnnc1C(c1cccs1)N(Cc1cccnc1)Cc1ccco1 (stereo not given)	?	?	4%
O=C(Nc1ccc(O)cc1)c1cccc(S(=O)(=O)N2CCOCC2)c1	5%	-12%	4%[12.3 µM]
CC(OC(=O)c1cnc2ccccc2n1)c1ccccc1Cl (stereo not given)	-4%	-7%	-10%[0.0935 µM]
COC(=O)CCN(C(=O)c1ccc([N+](=O)[O-])cc1)c1ccccn1	27%	7%	·
O=c1nc2ccc(Cl)cn2c2ccc(S(=O)(=O)N3CCOCC3)cc12	2%	-13%	-10%
CN(Cc1ccco1)C(=O)[C@H](Cc1ccccc1)NC(=O)CC[C@H]1O[C@@H](n2ccc(=O)[nH]c2=O)[C@H](O)[C@@H]1O	-2%	11%	·
CCCOc1cccc(C(=O)Nc2cccc(NC(=O)c3ccc(Cl)cc3Cl)c2)c1	-27%	-6%	0%[12.3 µM]
COc1cc(/C=N/n2c(-c3ccccc3)n[nH]c2=S)cc(OC)c1O	0%	-2%	7%
COc1cc(C(=O)N2CCc3ccccc32)ccc1OCc1c(C)noc1C	-9%	?	·
CCc1nc2ccc(C(=O)Nc3cc(-c4ccccc4)ccc3OC)cn2c1N(CC)CC(=O)N(C)C	15µM*	12µM*	·
COc1ccc(NC(=O)C(Cc2ccccc2)NS(=O)(=O)c2ccc3c(c2)oc(=O)n3C)c(OC)c1 (stereo not given)	-9%	-20%	3%

Retrieved by structure from the entries so far:
SMILES	DT40 TDP1 CPT	TDP1 cell noCPT	TDP1 inh
O=c1nc2ccc(Cl)cn2c2ccc(S(=O)(=O)N3CCOCC3)cc12	2%	-13%	-10%
O=C(Nc1ccc(O)cc1)c1cccc(S(=O)(=O)N2CCOCC2)c1	5%	-12%	4%[12.3 µM]

Continued.
SMILES	DT40 TDP1 CPT	TDP1 cell noCPT	TDP1 inh
CCOCCCNC(=S)Nc1ccc2nc(N3CCOCC3)cc(C)c2c1	-23%	?	·
COc1ccccc1NC(=O)C1CCCN(S(=O)(=O)c2ccc3[nH]c(=O)ccc3c2)C1 (stereo not given)	21µM*	?	·
O=C(NC1CCN(Cc2ccc(F)cc2)CC1)c1ccccc1	-4%	-27%	·
CCCS(=O)(=O)NC(=O)C1(C)CCCN(C(=O)c2ccccc2OC(F)(F)F)C1 (stereo not given)	-2%	0%	·
O=C(COc1ccccc1)NCCc1cn2ccsc2n1	-9%	1%	4%
Cc1cc(C)c2cc(C#N)c(NCCCNC(=O)c3cccnc3)nc2c1	?	?	·
Cc1cc2c(cc1C)C(c1ccccc1Br)CC(=O)N2 (stereo not given)	?	?	4%
COc1cc(NC(=O)COc2ccc(Br)cc2)ccc1NC(=O)C(C)C	16%	-16%	-3%
CCCc1nnc(SCC(=O)N2CCOCC2)n1CCCOC	1%	-11%	4%
Cc1cc(S(=O)(=O)N2CCN(c3ccccc3F)CC2)ccc1-n1cnnn1	?	?	14%
CCCSc1ncc(Cl)c(C(=O)N(Cc2ccc(N(C)C)cc2)C2CCS(=O)(=O)C2)n1 (stereo not given)	?	?	10%
COc1ccccc1CNC(=O)c1cc2cc3ccc(Cl)cc3nc2o1	11%	-10%	5%
Cc1ccc(NC(=O)Cn2cncc2-c2ccc([N+](=O)[O-])cc2)cc1C	3%	1%	6%
CN(C)S(=O)(=O)c1cccc(NC(=O)CNC2CCCCC2)c1	4%	3%	-6%
CC(=O)Nc1c2c(nn1-c1ccccc1)CSC2	3%	1%	2%
C=CCNC(=O)C1CCN(c2cnccn2)CC1	-5%	17%	7%
COc1ccc(C)cc1NC(=O)CN1CCCN(S(=O)(=O)c2ccc(Br)cc2)CC1	?	9.2µM*	1%&6%
Clc1cccc(C[n+]2cc(-c3ccccc3)n3c2CCC3)c1	2.9µM*	2.6µM*	3%
Fc1cccc(Cc2noc(CN3CCSCC3)n2)c1	0%	17%	·
O=C(CCn1c(=O)c2ccccc2n(CC(=O)NC2CCCC2)c1=O)NCCc1ccc(Cl)cc1	1%	-17%	0%
CN(/N=C/c1ccc(N(C)C)cc1)C1=NS(=O)(=O)c2ccccc21	4.1µM*	?	·
Cc1ccc(C(=O)CSc2nnc3c4ccccc4nc(Cc4ccccc4)n23)cc1	?	?	-1%
COC(=O)c1sccc1NC(=O)c1ccncc1	-5%	-11%	1%
CN(N=O)c1ccc(C=C2c3ccccc3-c3ccccc32)cc1	?	?	·

Another view of part of the listing above:
Each structure is followed by: DT40 TDP1 CPT	TDP1 cell noCPT	TDP1 inh
CN(/N=C/c1ccc(N(C)C)cc1)C1=NS(=O)(=O)c2ccccc21
    4.1µM*	?	·
Cc1ccc(C(=O)CSc2nnc3c4ccccc4nc(Cc4ccccc4)n23)cc1
    ?	?	-1%
COC(=O)c1sccc1NC(=O)c1ccncc1
    -5%	-11%	1%
CN(N=O)c1ccc(C=C2c3ccccc3-c3ccccc32)cc1
    ?	?	·

The results go on:
SMILES	DT40 TDP1 CPT	TDP1 cell noCPT	TDP1 inh
COCc1nnc(NC(=O)CCC2CCCCC2)s1	?	-15%	0%
N#Cc1ccc(CSc2ccccn2)c(Cl)c1	-18%	-5%	·
C[C@H]1CN([C@@H](C)CO)S(=O)(=O)c2ccc(Br)cc2O[C@H]1CN(C)Cc1ccc(F)cc1	?	?	·
Cc1c(C)c2ccc(O)c(CN3CCN(C)CC3)c2oc1=O	5%	1%	·
COc1cccc(C(=O)Nc2cc([N+](=O)[O-])ccc2N2CCN(C)CC2)c1	?	-20%	8%
Cc1cn(C2CC(O)C(O)C(CO)O2)c(=O)[nH]c1=O (stereo not given)	-21%	1%	·
COc1ccc(C(=O)CSc2nnc(-c3cc(C)on3)o2)cc1	?	?	-1%
O=C(Nc1nnc(-c2ccccc2)o1)C1CCCCC1	?	?	3%
CN1C[C@@H]2[C@@H]3C(=O)N(C)C(=O)[C@@H]3[C@](Cc3ccccc3)(C1=O)N2C(=O)c1ccccc1	-6%	-2%	·
COc1ccc(Nc2sc(C(=O)c3ccccc3)c(N)c2C(=O)Nc2cc(C)ccc2C)c(OC)c1	?	?	7%
CCCN(CCC)CCNC(=O)C1c2ccccc2C(=O)N2CCc3ccccc3C12 (stereo not given)	2%	-3%	5%
CCN(CC)CCCNc1oc(/C=C/c2ccc(OC)c(OC)c2)nc1C#N	-1%	?	5%
S=C(Nc1cccnc1)N1CCCCC1	15%	4%	5%
CC(=O)c1sc(-c2ccc(F)cc2)cc1NS(=O)(=O)c1ccc(C)cc1	-10%	?	6%
Cc1ccc(-n2c(=O)c3c(c4cc(C)ccc4n3C)n(CC(=O)N3CCCC3)c2=O)cc1	-16%	?	-1%
O=C(O)CCn1c(=O)sc2ccccc21	-16%	2%	2%
CCc1ccc2[nH]c(=O)c(CN(Cc3nnnn3C3CCCC3)C3CCCCC3)cc2c1	?	?	2%
COC(=O)c1c(-c2ccc(OC)cc2)sc2ccc(-c3ccc4c(c3)OCO4)cc12	0%	-20%	0%
COc1ccc(C(=O)COC(=O)Cc2c[nH]c3ccccc23)c(OC)c1	-16%	-13%	·
Fc1ccccc1Cn1nnc(-c2ccc3c(c2)OCO3)n1	-3%	-11%	-10%
CCOC(=O)C1=C(C)N=c2s/c(=C\c3cccc(OCC(=O)O)c3)c(=O)n2C1c1ccccc1OC (stereo not given)	-22%	-9%	·
Cc1ccc(CCNC(=O)CCN2N=C(c3ccc(C)cc3)CCC2=O)cc1	?	?	1%
COC(=O)CCn1nnc(-c2ccc(C(C)C)cc2)n1	2%	2%	3%
Cc1ccccc1CN1CCc2c(OCC(=O)N3CCCc4ccccc43)cccc2C1=O	18µM*	18µM*	0%
CCC(c1nnnn1Cc1ccccc1)N1CCN(C(=O)c2ccco2)CC1 (stereo not given)	-14%	-27%	4%
O=S(=O)(NCc1ccco1)c1ccc(Cl)cc1Cl	?	?	8%
CCc1cc(CNC(=O)CC2C(=O)NCCN2Cc2c(F)cccc2Cl)on1 (stereo not given)	4%	-2%	-3%
CCC(COC)NC(=O)CCc1nnc(Cc2cccc(C(F)(F)F)c2)o1 (stereo not given)	-7%	-4%	3%
O=C(C1=C(O)C(=O)N(CC2CCCO2)C1c1cccc(Cl)c1)c1ccco1 (stereo not given)	4%	-2%	-9%
CN(Cc1cc(Cl)cc(Cl)c1)CC(C(=O)c1ccccc1)c1ccccc1 (stereo not given)	6.5µM*	7.3µM*	·
Cc1cc(CNC(=O)[C@H]2C[C@@H]2[C@H](NP(=O)(c2ccccc2)c2ccccc2)c2ccccc2)nn1C	?	-20%	-3%&6%
CCCCn1c(N)c(N(CC(C)C)C(=O)Cn2c(=O)oc3ccccc32)c(=O)[nH]c1=O	-2%	-19%	-9%
O=C1NC[C@H](CCCCN2C[C@H](Cc3ccccc3)N(CCc3ccccc3)C(=O)C2=O)N(CCc2ccc(O)cc2)C1=O	1%	-11%	·
Cc1nn2c(=O)cc(COC(=O)COc3ccc(F)cc3)nc2s1	11%	-10%	-5%
O=C(NCCOc1ccccc1F)C1CCC(=O)N(CCc2cccc(F)c2)C1 (stereo not given)	?	-24%	1%
COC(=O)c1sc2ccccc2c1NC(=O)c1coc2ccccc2c1=O	-35%	?	-1%

Exported in CSV form: 2 of the compounds above
SMILES,DT40 TDP1 CPT,TDP1 cell noCPT,TDP1 inh
Cc1nn2c(=O)cc(COC(=O)COc3ccc(F)cc3)nc2s1,11%,-10%,-5%
O=C(NCCOc1ccccc1F)C1CCC(=O)N(CCc2cccc(F)c2)C1 (stereo not given),?,-24%,1%

Additional records:
SMILES	DT40 TDP1 CPT	TDP1 cell noCPT	TDP1 inh
C/C(=N/NC(=O)CSc1nc2ccccc2n1C)c1ccncc1	-14%	-22%	1%
COC(=O)C1=C(C(=O)OC)[C@@H]2N(C)c3ccccc3[C@@]23C[C@@H](CO)N(C(=O)C2CCC2)C3=N1	-2%	-13%	15%[12.3 µM]
Cc1ccc(C)c(S(=O)(=O)NC(C)C(=O)Nc2ccc(-c3nc4ccccc4s3)cc2)c1 (stereo not given)	-2%	?	3%
Cc1ccccc1NC(=O)CN1C(=O)CSc2ccc(S(=O)(=O)N3CCCCC3)cc21	-12%	17%	4%
Cc1ccc(C)c(NC(=O)COc2coc(CN3CCc4ccccc4C3)cc2=O)c1	18µM*	16µM*	0%
COc1ccc(C)cc1N(CC(=O)N1CCCCCC1)S(=O)(=O)c1ccc(C)cc1	?	?	1%
CCOc1nc(C#N)nc(N2CCOCC2)n1	?	11µM*	1%
Cc1cc(C(=O)NNC(=O)c2ccc(Cl)cc2)no1	14%	-1%	·
O=C(COc1ccccc1)N[C@@H]1c2ccccc2CC[C@@H]1O	-1%	-16%	-2%[56.1 µM]
COc1cc(S(=O)(=O)Nc2ccc(C(=O)NCC(=O)O)cc2)ccc1NC(C)=O	6%	-1%	3%
COc1ccc(NC(=O)CSc2nnc(Cc3ccccc3)o2)c(OC)c1	-12%	-18%	7%
O=C(O)/C=C/c1ccc(S(=O)(=O)Nc2ccc3[nH]c(=O)[nH]c3c2)cc1	-2%	-13%	-16%
Cc1ccc(NC(=O)C2CCN(S(=O)(=O)c3cnc[nH]3)CC2)nc1	-4%	-11%	2%
Cc1ccc(-c2noc(CN3CCC(C(N)=O)CC3)n2)cc1	-24%	-18%	6%
CCOC(=O)c1oc2ccccc2c1NC(=O)COC	-12%	-5%	5%
CC[C@]1(C(=O)OC)[C@H]2C(=O)N(C)C(=O)[C@H]2[C@H]2CN=C(SCc3ccc(Cl)cc3)N21	?	?	1%[56.1 µM]
COc1ccc2cc(S(=O)(=O)N3CCOCC3)ccc2c1	-10%	-14%	3%
O=C(Nc1cccc(O)c1)c1cc(-c2cccs2)on1	?	?	7%
O=C(OC(C(=O)Nc1ccc(Cl)cc1C(F)(F)F)c1ccccc1)c1c(Cl)cccc1Cl (stereo not given)	?	13µM*	-1%
COC(=O)c1ccc2c(c1)SC1=C(CCCC1=O)N2	-8%	-4%	2%
Cc1c(C(C)C)c(=O)n(-c2ccc(S(=O)(=O)NC3CCCCC3)cc2)n1C	5.8µM*	5.2µM*	8%
CC(C)c1nc(SCC(=O)NC2CCCC2)c2c(=O)n(C)c(=O)n(C)c2n1	-1%	8%	2%
CC(C)(C)C(=O)N1CCN(c2nc3ccccc3o2)CC1	3%	-21%	4%
CCc1ccc(C(C(=O)NCc2ccc(F)cc2)N(C(=O)c2csnn2)C2CC2)cc1 (stereo not given)	-11%	?	3%[0.0935 µM]
COc1ccccc1N1CCN(C(=O)c2sc3nc4n(c(=O)c3c2C)CCC4)CC1	1%&-22%	7%&-29%	2%&-14%
COc1ccc(OC)c(NC(=O)c2ccc3nc(C(C)C)oc3c2)c1	12%	-1%	3%
COCCn1c(SCC(=O)NC2CCCCC2)nnc1-c1ccco1	2%	2%	·

Bioassay records from PubChem.
